Screens as filed in PubChem.
miR-122 sensor – blocks miR-122 activity in Huh7 sensor cells; Huh7 miR-122 Renilla luciferase sensor, 48 h; neutral wells = 0, positive control = 100; activation (reporter increase), % at 12.5 µM; actives 0.3% (n = 340,000); AID 602342;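 active = mean replicate activation score at least 90 and every replicate individually at or above 90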;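 also: higher luciferase means less miR-122 activity so hits act as miR-122 inhibitors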
EWS-Fli block – EWS/Fli transcriptional activity inhibition | A673 NR0B1-luciferase reporter, viability-normalised | inhibition, % at 12.6 µM | actives 0.67% (n = 350,000) | AID 651661;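 active = mean inhibition of at least 50% after viability correction, with every replicate also passing that limit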;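 also: firefly luciferase signal divided by Alamar Blue viability fluorescence both relative to DMSO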
LGR2 inh – Drosophila LGR2 receptor signaling inhibition | HEK293 LGR2, CRE-luciferase, bursicon-stimulated, 4 h | inhibition, % at 9.99 µM | actives 0.35% (n = 380,000);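 active = drop in luminescence signal, shown as inhibition above about 50% in the replicate tests, limit read from the data, passing the limit was not always enough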;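 also: agonist challenge used bursicon conditioned medium at about half maximal strength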
Casp6 inh – blocks human caspase-6 cleavage activity; actives 0.53% (n = 350,000); purified caspase-6, Z-VEID-R110 cleavage fluorescence; P55212; inhibition, % at 12.5 µM;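 active = mean inhibition across replicates at least about 35%, with every replicate also reaching that limit, limit read from the data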;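 also: 0% = median of neutral control wells and 100% = no fluorescence left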
PGC1a acetyl inh – lowers PGC1a acetylation signal in U2OS cells; AlphaScreen anti-acetyl-lysine; with virally co-expressed GCN5 acetyltransferase; inhibition, % at 15.6 µM; actives 0.17% (n = 350,000); AID 651687;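 active = every replicate shows inhibition of at least 40%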;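 also: 0% = neutral control wells and 100% = positive control wells; some results beyond the cut were filed as inactive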
FN deposition inh – fibronectin deposition inhibition | AH1F fibroblasts, Alexa488-fibronectin deposition fluorescence, overnight | inhibition, % at 12.6 µM | actives 0.086% (n = 350,000) | AID 743247;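 active = mean inhibition across replicates of 30% or more, regardless of how many single replicates reach that level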;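 also: positive control wells lacked labelled fibronectin entirely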
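Assay system: AH1F fibroblast monolayer, labelled fibronectin deposition. Amount: 10000 cells per well. Also added: labelled fibronectin 24 nM. Compound: single-point pinned compound. Incubation: cell attachment 1 h, compound and FN exposure overnight. Detection: fluorescence after three HBSS washes, excitation 485 nm, emission 525 nm. Read-out: inhibition of fibronectin deposition signal.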
PAX8 reporter – lowers PAX8-driven luciferase in RMG-I cells; RMG-I TPO-luciferase reporter, SteadyGlo, 24 h; inhibition, % at 12.6 µM; actives 1.2% (n = 360,000); AID 652154;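 active = mean replicate inhibition at least 60% with every replicate also reaching 60%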;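 also: luciferase light reporting Pax8 driven TPO promoter activity; plate controls were median of neutral control wells for no effect and mitoxantrone controls for full effect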
Cneo AK release – Cryptococcus neoformans lysis via adenylate kinase release; C. neoformans lysis, adenylate kinase release luminescence, 4 h; normalised: neutral wells 0, clomiphene wells 100; lysis activity, % at 15 µM; actives 0.2% (n = 360,000);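 active = mean lysis activity across replicates of at least 80%, whatever share of replicates individually reach that level; inactive = mean lysis activity below 80%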
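Assay system: C. neoformans cells. Amount: yeast cell density of 5 × 10^6 cells/mL. Technique: AK luminescence. Buffer or medium: YPD. Times: static 4 h at 37 °C with compound, 1 h detection. Dosing: single-point compound dose. Read-out: lysis from increased AK signal.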
* = called active by the depositor; · = not tested or not shown; [ ] = another dose, or the depositor's remark.

SMILES	miR-122 sensor	EWS-Fli block	LGR2 inh	Casp6 inh	PGC1a acetyl inh	FN deposition inh	PAX8 reporter	Cneo AK release
C/C(=N\NC(=O)c1nnn(-c2nonc2N)c1-c1ccccc1)c1cccnc1	5	-5	-10	3	4	6	9	-1
Brc1ccccc1-n1nnc(-c2ccnc3ccccc23)n1	-1	-42	-43	-2	-2	7	-42	2
CSCC[C@H](NC(=O)OC(C)(C)C)C(=O)N1CCC(C(=O)N[C@H](C(=O)O)C(C)C)CC1	·	-1	7	0	0	·	·	1
N#Cc1ccc(C(=O)N2CCC3CC2c2cc(-c4ccc(F)cc4)ccc23)cc1 (configuration not stated)	7	2	13	2	7	-8	-4	5
O=S(=O)(c1ccccc1)c1cnc(-c2ccccc2)nc1N1CCCC1	·	16	·	-1	·	2	-7	·
Oc1ccc(Nc2nc(Cl)nc(NCc3ccco3)n2)cc1	·	7	-12	1	·	-8	-11	·
CO[C@@H](CN(C)S(=O)(=O)c1cn(C)cn1)[C@@H](C)CN(C(=O)Nc1ccc(C(F)(F)F)cc1)[C@H](C)CO	·	-3	·	2	5	·	·	-1
COc1ccc(S(=O)(=O)N2CCOCC2)cc1NC(=O)COC(=O)C1COc2ccccc2O1 (configuration not stated)	5	5	8	2	·	-9	8	-2
O=C(Nc1ccccc1NS(=O)(=O)c1ccc(F)cc1)C1CCC1	2	2	6	-3	6	-3	-8	1
N#C[C@@H]1N[C@@H](CO)[C@H]1c1ccc(C#Cc2ccc(F)cc2)cc1	·	-27	-29	-7	-7	3	-105	0
COC(=O)Cc1ccc(NC(=S)NCCO)cc1	·	-10	-6	1	·	-8	13	·
CCOC(=O)c1cccc(NC(=O)CSc2nnc(C)n2CC2CCCO2)c1 (configuration not stated)	0	1	6	-6	·	-3	-20	1
CO[C@@H]1CN(C)C(=O)c2cc(NC(C)=O)ccc2OC[C@@H](C)N(C(=O)CC2CC2)C[C@@H]1C	20[16.7 µM]	-1	9	0	6	-8	·	-3
COc1ccc(CN(C)C[C@H]2OCCCC[C@@H](C)Oc3ccc(N(C)C)cc3C(=O)N([C@H](C)CO)C[C@@H]2C)cc1	2[16.7 µM]	3	18	-1	-3	·	-4	-6
O=C(N[C@@H]1CC[C@H](CCNS(=O)(=O)Cc2ccccc2)O[C@H]1CO)c1ccccc1F	13[16.7 µM]	4	20	0	-3	1	1	-3
C[C@@H](NC(=O)c1ncn2c1C(=O)NC[C@@H]2C)c1ccccc1	-6	-10	10	1	·	0	-33	2
O=C(O)CCC(=O)Nc1ccc2c(c1)oc1ccccc12	3	·	·	·	2	4	·	-1
COCCNC(=O)C1(C)CCN(C(=O)c2ccc3sccc3c2)C1 (configuration not stated)	-5	4	35	-3	-2	2	4	0
CCc1ccccc1NC(=O)c1ccc2c(O)c(S(=O)(=O)c3ccc(OC)cc3)c(=O)[nH]c2c1	9	-1	0	0	-1	2	-7	-1
Cc1noc(C)c1S(=O)(=O)N1CCCC(C(=O)N2CCc3ccccc3C2)C1 (configuration not stated)	-3	2	3	4	9	13	13	-1
COc1ccc(OCC(=O)NC(=S)Nc2ccc(S(=O)(=O)Nc3cc(C)on3)cc2)cc1	-13	5	0	6	1	·	9	1
COc1ccc(CN(C)C[C@@H]2Oc3c(NS(C)(=O)=O)cccc3C(=O)N([C@@H](C)CO)C[C@@H]2C)cc1	0[16.7 µM]	·	8	-5	-2	·	0	8
COC(=O)[C@@]1(Cc2ccccc2N=[N+]=[N-])COC(c2ccc(OCCCO)cc2)=N1	·	-5	·	1	-27	·	-1	0
Cc1cc(C(=O)CN2C(=O)NC3(CCCCC3)C2=O)c(C)n1C	5	-9	9	0	2	-5	-26	-1
COc1ccccc1S(=O)(=O)N1CC[C@H]2[C@H](CO)Nc3ccc(-c4ccccc4)cc3[C@H]21	8[16.7 µM]	2	3	-2	-2	8	44	-6
COc1ccc(/C=C2/SC(=O)N(CCNC(=O)CC(NC(C)=O)c3ccccc3)C2=O)cc1 (configuration not stated)	-3	-65	-4	-2	6	-10	-12	2
COc1cccc(NC(=O)N(C)C[C@@H]2Oc3cc(-c4cccc(C(=O)N(C)C)c4)ccc3S(=O)(=O)N([C@@H](C)CO)C[C@@H]2C)c1	1[16.7 µM]	1	-5	2	6	·	-4	3
CCOC(=O)/C=C1/SCC(=O)N1CC(=O)Nc1ccc2c(c1)CCC2	-1	-2	-13	-8	1	·	-15	-1
O=C(c1cnccn1)N1CC(=O)N2[C@H](CO)[C@@H](c3ccc(C#CC4CCCC4)cc3)[C@H]2C1	·	4	4	-5	-3	0	·	·
C=CCC1(CC=C)CCCN1C(=O)CC1C(=O)NCCN1Cc1cccc(OC)c1OC (configuration not stated)	·	1	1	-4	2	·	-7	·
CCOC(=O)N1CCN(C(=O)COc2ccccc2Cl)CC1	-2	·	·	·	-10	7	-28	0
COc1ccc(-c2c(-c3ccc(OC)nc3)c3ccccc3n2C)cc1	1	11	-32	-2	-11	-6	20	1
CCOc1ccccc1NC(=O)c1cccc(NC(=O)C2CCCC2)c1	·	-8	-6	2	·	2	2	4
C[C@H](CO)N1C[C@H](C)[C@H](CN(C)C)OCCCC[C@H](C)Oc2ccc(NC(=O)Nc3cccc4ccccc34)cc2C1=O	0[16.7 µM]	9	14	-1	3	·	15	3
Oc1c(C(c2ccccc2)N2CCN(Cc3ccccc3)CC2)sc2ncnn12 (configuration not stated)	-2	4	12	1	·	9	30	-1
Cc1cc2nc(CSc3ccccc3)cc(=O)n2[nH]1	-3	-3	8	6	2	-6	1	·
CC1(C(=O)NC2CCCCC2)CCC(=O)N1CC(F)(F)F (configuration not stated)	-4	-19	-33	0	-9	-15	-3	-10
O=C(Oc1ccc(-n2cnnn2)cc1)c1ccccc1	·	-14	-16	1	·	·	-4	·
CN(C(=O)CSc1nncn1C)C1CCCN(Cc2ccccc2F)C1 (configuration not stated)	3	0	14	-8	4	1	·	0
O=C(Nc1ccc(Cl)c(S(=O)(=O)N2CCOCC2)c1)c1ccc2c(c1)OCO2	8	6	28	-1	-5	·	11	-1
COC(=O)c1ccc(NC(=O)Nc2ccc3c(c2)nc(C)n3C)cc1	-4	-105	-60	2	-1	2	-118	-2
c1ccc(Cn2nnnc2C(c2cccs2)N2CCSCC2)cc1 (configuration not stated)	4	·	·	·	-11	0	·	5
CS(=O)(=O)N1CCCCN2[C@@H](CO)[C@H](c3ccc(Br)cc3)[C@@H]2C1	4[16.7 µM]	2	4	3	-11	·	18	6
CCc1ccc(CN2CCC(C(=O)Nc3ccc(Oc4ccccc4)nc3)CC2)o1	-11	23	7	-6	-14	0	27	-5
CNC(=O)NC(=O)C(C)N1CCN(C/C=C/c2ccccc2)CC1 (configuration not stated)	·	-1	22	-1	·	·	7	0
C[C@H]1CN([C@@H](C)CO)C(=O)c2cc(NC(=O)CCN3CCOCC3)ccc2O[C@@H]1CN(C)C	0[16.7 µM]	11	-9	0	8	·	20	-1
O=C(C=Cc1ccccc1)Nc1ccccc1	3	-8	-90	-2	-6	-5	-124	-4
Cn1c(C2CCCCC2)nc2cc(N)ccc21	-1	0	11	4	·	2	-4	0
Cc1ccc(S(=O)(=O)N2[C@@H](c3ccccc3)C(C(=O)O)=CC[C@H]2c2ccc(Cl)c(Cl)c2)cc1	·	-8	5	12	·	-4	-4	4
O=C(COc1ccc(Cl)cc1)Nc1ccc2oc(=O)ccc2c1	-7	-2	9	-5	2	4	-1	3

Laid out differently: entries from further up.
compound | miR-122 sensor | EWS-Fli block | LGR2 inh | Casp6 inh | PGC1a acetyl inh | FN deposition inh | PAX8 reporter | Cneo AK release
C[C@H]1CN([C@@H](C)CO)C(=O)c2cc(NC(=O)CCN3CCOCC3)ccc2O[C@@H]1CN(C)C | 0[16.7 µM] | 11 | -9 | 0 | 8 | · | 20 | -1
O=C(COc1ccc(Cl)cc1)Nc1ccc2oc(=O)ccc2c1 | -7 | -2 | 9 | -5 | 2 | 4 | -1 | 3
Cn1c(C2CCCCC2)nc2cc(N)ccc21 | -1 | 0 | 11 | 4 | · | 2 | -4 | 0
CNC(=O)NC(=O)C(C)N1CCN(C/C=C/c2ccccc2)CC1 (configuration not stated) | · | -1 | 22 | -1 | · | · | 7 | 0
Cc1ccc(S(=O)(=O)N2[C@@H](c3ccccc3)C(C(=O)O)=CC[C@H]2c2ccc(Cl)c(Cl)c2)cc1 | · | -8 | 5 | 12 | · | -4 | -4 | 4
O=C(C=Cc1ccccc1)Nc1ccccc1 | 3 | -8 | -90 | -2 | -6 | -5 | -124 | -4

(more compounds)
SMILES	miR-122 sensor	EWS-Fli block	LGR2 inh	Casp6 inh	PGC1a acetyl inh	FN deposition inh	PAX8 reporter	Cneo AK release
C[C@@H]1CN([C@H](C)CO)C(=O)Cc2cc(N(C)C)ccc2O[C@H]1CN(C)Cc1ccncc1	-3[16.7 µM]	-12	-15	-1	13	3	-19	53
CCOC(=O)N1CCC(N2Cc3cccc(C(=O)Nc4ccc(F)cc4)c3C2=O)CC1	-2	·	·	·	-8	2	8	-1
NC(c1csc(Nc2cc(NCCCO)ncn2)n1)c1ccccc1Cl (configuration not stated)	-6	20	11	-6	-5	1	9	2
COc1ccccc1-n1c(CNC(=O)c2ccco2)nnc1SCC(=O)Nc1nccs1	·	3	3	3	·	8	10	2
COc1ccccc1S(=O)(=O)N(C)C[C@@H]1OCc2ccccc2-c2c(n(C)c3ccccc23)C(=O)N([C@@H](C)CO)C[C@H]1C	·	20	32	-1	6	0	69*	-2
CC1S/C(=C(\C#N)C(=O)NCc2ccco2)N(c2ccc(F)cc2)C1=O (configuration not stated)	5	·	0	·	10	·	·	7
O=C(Nc1nccs1)C1CCCN1S(=O)(=O)c1ccc(Cl)cc1 (configuration not stated)	-1	7	15	-1	-7	·	·	0
CCCN(CC#CC(O)(c1ccccc1)c1cccnc1)CCC (configuration not stated)	·	-6	29	3	·	·	-3	·
O=C(CCCn1c(SCC(=O)c2ccccc2)nc2ccccc2c1=O)NCC1CCCO1 (configuration not stated)	-2	·	·	·	-5	-14	·	-1
COc1ccc(-c2ccc3c(c2)O[C@H](CN(C)C(C)=O)[C@H](C)CN([C@H](C)CO)S3(=O)=O)cc1	-18[16.7 µM]	2	16	-4	5	11	·	0
Cc1ccc(-c2cnc3c(c2)C(=O)N([C@H](C)CO)C[C@H](C)[C@H](CN(C)C(=O)Cc2ccccc2)O3)cc1	0[16.7 µM]	-11	-6	1	-13	·	·	-1
O=C1CC(N2CCN(S(=O)(=O)c3cccc(C(F)(F)F)c3)CC2)C(=O)N1Cc1ccccc1 (configuration not stated)	-4	·	·	-1	4	2	11	0
COc1ccc2c(c1OC)C(=O)O[C@@H]2[C@H]1c2c(cc3c(c2OC)OCO3)CCN1C	1	0	8	-1	0	·	·	0
NC(=O)CCS(=O)(=O)c1ccc(Cl)cc1	2	5	14	3	0	0	-10	-1
O=S(=O)(NC(CO)Cc1ccccc1)c1cc(Cl)ccc1F (configuration not stated)	1	-7	17	-4	10	-3	5	5
C[C@H]1CN([C@@H](C)CO)C(=O)c2cc(N(C)C)ccc2O[C@H]1CN(C)CC1CCCCC1	-3[16.7 µM]	0	7	·	-3	4	-7	·
Cc1cccc(NC(=O)C23CCC(C)(/C(=N/O)C2)C3(C)C)c1 (configuration not stated)	-10	·	0	1	-10	3	-9	·
